Source: PubChem BioAssay (National Center for Advancing Translational Sciences (NCATS))
GLA spleen mod = qHTS Assay for Inhibitors and Activators of Human alpha-Galactosidase From Spleen Homogenate | Alpha-galactosidase A (Homo sapiens), P06280 | human spleen homogenate, 4MU-alpha-Gal fluorescence, 40 min | Potency, µM (doses to about 80 µM), without a hit: at the highest dose activity change, negative = inhibition, hits mostly inhibitors | hit rate 0.008% among 240,000;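 also: 0% = enzyme with vehicle and -100% = no enzyme basal signal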
Target sequence (P06280 32-429 limits assumed): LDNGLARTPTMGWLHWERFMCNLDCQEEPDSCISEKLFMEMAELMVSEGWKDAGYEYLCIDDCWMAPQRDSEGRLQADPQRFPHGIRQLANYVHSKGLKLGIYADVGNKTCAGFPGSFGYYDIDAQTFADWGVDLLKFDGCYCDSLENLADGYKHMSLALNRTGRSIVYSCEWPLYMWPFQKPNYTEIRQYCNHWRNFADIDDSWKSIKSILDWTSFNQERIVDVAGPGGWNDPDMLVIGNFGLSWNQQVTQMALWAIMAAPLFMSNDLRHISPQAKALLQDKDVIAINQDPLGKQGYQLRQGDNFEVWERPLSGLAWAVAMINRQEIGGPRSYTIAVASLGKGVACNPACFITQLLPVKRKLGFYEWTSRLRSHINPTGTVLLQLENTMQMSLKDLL
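qHTS titration in buffer at pH 5.0. Alpha-galactosidase activity in spleen homogenate was measured via 4-methylumbelliferone release from 1 mM fluorogenic substrate after 40 min at 37C and a pH 10 stop. AC50 came from Hill fits of control-normalized data.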
NPSR antag = qHTS Assay for Antagonists of the Neuropeptide S Receptor: cAMP Signal Transduction; Q6W5P4; Potency, µM (titrated, usually from 38.3 µM), without a hit: at the top dose activity change, negative = inhibition, actives largely listed as inhibitors; AID 1461, 2008; hit rate 1% among 220,000; CHO-NPSR cells, cAMP TR-FRET, antagonist mode; also: % is scaled to controls: 0 for no effect and ±100 for the full control effect; nearly all actives have a fitted effect of over 50% in size; many of its hits are not listed in these tables
Tau fluor counter = Counterscreen qHTS for Inhibitors of Tau Fibril Formation, Fluorescence Polarization; tau K18 P301L (four-repeat tau fragment) Alexa594 fluorescence, heparin fibrillization; Potency, µM (highest dose often 57.7 µM), without a hit: at the top dose activity change, negative = decrease; hit rate 0.93% among 280,000; AID 1463, 2008; also: % is scaled to controls: 0 for no effect and ±100 for the full control effect; nearly all actives have a fitted effect of over 55% in size
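Human K18 P301L tau (15 uM unlabeled plus 0.24 uM Alexa 594-labeled, final) in 100 mM sodium acetate pH 7 was mixed with compound and 20 uM heparin and incubated 6 hr at 37 C.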
ALDH1A1 block = qHTS Assay for Inhibitors of Aldehyde Dehydrogenase 1 (ALDH1A1); Aldehyde dehydrogenase 1A1 (Homo sapiens), P00352; Purified ALDH1A1, NADH fluorescence, propionaldehyde substrate; Potency, µM (doses to about 75.3 µM), without a hit: top-dose activity, negative = inhibition, usual class: inhibitors; hit rate 7.3% among 220,000; active = well fitted inhibition curve with a large enough effect, not every such curve was filed as active; inconclusive = small, poorly fitted or top-dose-only effect, or another doubt; inactive = no such curve, though single readings can be large or run the other way;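 also: plate controls were no enzyme wells and a reference inhibitor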
Target sequence (P00352 whole entry, looked up): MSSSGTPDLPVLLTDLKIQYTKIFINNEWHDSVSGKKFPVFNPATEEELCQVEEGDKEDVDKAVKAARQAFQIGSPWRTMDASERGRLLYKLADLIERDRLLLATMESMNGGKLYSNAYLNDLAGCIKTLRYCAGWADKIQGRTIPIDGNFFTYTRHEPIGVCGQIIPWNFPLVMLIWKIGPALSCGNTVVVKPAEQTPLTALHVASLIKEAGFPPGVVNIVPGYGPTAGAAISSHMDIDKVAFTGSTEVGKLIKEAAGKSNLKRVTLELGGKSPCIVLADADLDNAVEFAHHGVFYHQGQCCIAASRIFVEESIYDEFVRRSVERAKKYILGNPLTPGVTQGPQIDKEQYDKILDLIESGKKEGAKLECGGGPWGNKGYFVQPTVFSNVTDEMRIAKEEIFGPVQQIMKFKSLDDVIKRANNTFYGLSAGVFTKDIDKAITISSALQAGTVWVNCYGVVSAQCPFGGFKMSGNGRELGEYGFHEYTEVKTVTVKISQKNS
GAA inh = qHTS Assay for Inhibitors of Human alpha-Glucosidase as a Potential Chaperone Treatment of Pompe Disease | Lysosomal alpha-glucosidase (Homo sapiens), P10253 | hit rate 0.005% among 200,000 | Potency, µM (series often up to 76.9 µM), without a hit: at the top dose activity change, negative = inhibition, most hits filed as inhibitors | purified human GAA, 4-MU-alpha-glucoside fluorescence;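 also: plate controls were uninhibited enzyme wells for no effect and no-enzyme background for full effect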
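Fluorescence at Ex 365/Em 440 nm from 4-methylumbelliferone reported enzyme activity after 20 min at room temperature. Reactions used 4 nM enzyme and 400 uM substrate at pH 5.0; curves fitted with the Hill equation.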
aGlu spleen mod = qHTS Assay for Inhibitors and Activators of Human alpha-Glucosidase From Spleen Homogenate; human spleen homogenate, 4-MU-alpha-glucoside fluorescence; Potency, µM (top dose mostly 79.9 µM), inactives show at the top dose activity change, negative = inhibition, hits mostly inhibitors; hit rate 0.006% among 240,000; AID 2112, 2009;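 also: 0% = enzyme with vehicle and -100% = no enzyme basal signal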
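Enzyme source: human spleen homogenate, 1 ug/well. Buffer 50 mM citric acid/K phosphate pH 5.0, 0.01% Tween-20. 4-MU-alpha-glucoside 1 mM; 37 C x 40 min; NaOH/glycine stop; fluorescence.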
GAA glycogen = qHTS Assay for Inhibitors and Activators of Human alpha-Glucosidase Cleavage of Glycogen | Potency, µM (titrated, usually from 76.4 µM), for the others: at the highest dose activity change, negative = inhibition, hits mostly inhibitors | hit rate 0.38% among 300,000 | recombinant GAA, glycogen substrate, Amplex Red glucose oxidase fluorescence;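 also: 0% = full enzyme reaction and -100% = no-enzyme basal signal; the screen sought inhibitors and activators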
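qHTS, 1536-well; enzyme 4 nM final; cpd up to 77 uM; substrate bovine liver glycogen 30 ug; 50 mM citrate/phosphate pH 5.0, 0.01% Tween-20; 37 C, 40 min; Amplex Red detection 45 min RT; Hill fit → AC50.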
Epigenetic reg = Quantitative High-Throughput Screen for Regulators of Epigenetic Control; murine LDR cells, GFP reporter derepression, 30 h; Potency, µM (doses to about 53.9 µM), for inactives: at the top dose GFP activation, hits mostly activators; hit rate 0.2% among 280,000; AID 1865, 2009; also: % of control where 0% means no effect; nearly all actives have a fitted effect of over 60% in size
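In this reporter-derepression format, murine cells bearing a silenced integrated CMV-GFP locus incubate with test compound (30 h, 37 C), then are washed and imaged; fluorescent objects of 20–120 um count as induced cells.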
Numbers without * were called inactive; ? = inconclusive; nt = no result given; & = joins results of further samples; [ ] = remark or other dose. Unless noted, calls follow the shape of the dose curve; as a rule, active = well fitted curve in the direction sought with a large enough effect; inconclusive = small, poorly fitted or top-dose-only effect, or another doubt; inactive = no such curve, though single readings can be large; an effect the other way counts as inactive or inconclusive. Potency is read from the fitted curve at half-maximal effect.

SMILES	GLA spleen mod	NPSR antag	Tau fluor counter	ALDH1A1 block	GAA inh	aGlu spleen mod	GAA glycogen	Epigenetic reg
COc1ccc(-c2noc(CSc3nc(-c4ccccc4)cc(=O)[nH]3)n2)cc1	-5.1%	-23.2%[46.1 µM]	-10.9%	-0.9%	-14.7%	-3.7%	6.8%	-1.0%
CCOP(=O)(OCC)C(Nc1ccccc1)c1cc(OC)ccc1OC (configuration not stated)	6.2%	12.5%	4.2%	12.2%	-3.3%	4.2%	-3.3%	-0.9%
COc1cc(S(=O)(=O)Nc2ccccc2)ccc1N=Cc1c(C)[nH]n(-c2ccc(C)cc2)c1=O	6.8%	-22.2%	?	-3.4%	-1.8%	-2.2%	-8.9%	-1.1%
CCOC(=O)COc1cc([N+](=O)[O-])cc2cccnc12	-10.0%	12.2%	17.7%[2.34 µM]	-11.7%	9.7%	-1.4%	-6.0%	6.4%
Cc1cc(/C=N/Nc2nc(N3CCOCC3)nc(N3CCOCC3)n2)c(C)n1-c1ccccc1	10.7%	-6.1%	-18.5%	?	1.4%	6.9%	-26.1%	4.2%
CCOC(=O)c1c(NC(=O)CN2CCOCC2)sc(C(=O)NC)c1C	-1.0%	-17.3%[46.1 µM]	-3.5%	13.8%	-5.1%	-3.9%	-1.9%	-3.7%
CCOC(=O)c1cccc(NC(=O)CSc2nc3ccccc3c(=O)n2CC)c1	10.1%	-6.9%[46.1 µM]	-5.2%	9.3%	-4.1%	-0.6%	4.5%	0.0%
O=C(CC1C(=O)N(Cc2ccccc2)C(=S)N1CCN1CCOCC1)Nc1ccc(F)cc1 (configuration not stated)	7.0%	-30.8%	-29.1%	-7.1%	-6.6%	1.3%	?	-3.2%
COc1ccc(/C=C/C(=O)Nc2cccc(S(=O)(=O)NC3=NCCCCC3)c2)cc1	6.9%	?	?	nt	nt	9.2%	3.6%	-2.4%
COc1cc(/C=C/C(=O)OCC(=O)N2CCN(C(=O)c3ccco3)CC2)ccc1O	4.0%	10.5%	1.9%	-14.8%	-11.9%	-2.9%	?	-1.8%
CCC(=O)Nc1ccc2oc(-c3ccccc3Br)nc2c1	8.8%	-3.3%[46.1 µM]	-15.2%	-3.7%	-4.1%	1.9%	7.0%	-11.0%
C=CCN1C(=O)C(CC(=O)NCC)SC1=Nc1ccc(S(N)(=O)=O)cc1 (configuration not stated)	-0.4%	9.4%[46.1 µM]	2.4%	8.4%	2.0%	-1.3%	5.3%	-1.0%
O=S(=O)(c1cccc(-c2nnc3n2CCCCC3)c1)N1CCCC1	-9.1%	-2.0%	1.8%	-2.6%	-3.9%	3.2%	5.2%	-0.2%
COc1ccc(O)c(C2NC(CC(C)C)(C(=O)O)C3C(=O)N(Cc4ccccc4)C(=O)C23)c1 (configuration not stated)	2.3%	-7.5%[46.1 µM]	1.5%	6.3%	0.3%	1.2%	?	0.0%
CC(C)(C)c1ccc(-c2nnc(N)s2)cc1	0.7%	-4.4%	-15.9%	1.6%	-4.5%	5.7%	15.5%	2.3%
COC(=O)CSC1=C(C#N)C(c2ccccc2F)CC(=O)N1 (configuration not stated)	3.8%	23.8%	4.0%	nt	nt	-4.8%	7.3%	-1.1%
CCN(CC)C(=O)CSc1nc2ccccc2c(=O)n1-c1cccc(OC)c1	2.8%	-14.0%[46.1 µM]	-8.1%	?	-1.4%	-17.0%	5.6%	-1.0%
COc1ccc(-c2nc(-c3cccs3)no2)cc1	26.3%	1.0%	?	nt	nt	8.5%	-10.0%	-1.0%
O=C(NCc1ccc(Cl)cc1)C1CCCO1 (configuration not stated)	2.2%	-3.0%	5.0%	1.1%	6.5%	-3.4%	-5.7%	-2.3%
O=C(Cn1cnc2c(cnn2-c2ccc(Cl)cc2)c1=O)N1CCN(c2ccccc2)CC1	4.3%	-28.1%	-9.3%	-0.9%	-3.6%	2.4%	-11.6%	-5.5%

Record cards, as listed above. Screens in order: GLA spleen mod	NPSR antag	Tau fluor counter	ALDH1A1 block	GAA inh	aGlu spleen mod	GAA glycogen	Epigenetic reg
O=C(Cn1cnc2c(cnn2-c2ccc(Cl)cc2)c1=O)N1CCN(c2ccccc2)CC1 is listed as 4.3%	-28.1%	-9.3%	-0.9%	-3.6%	2.4%	-11.6%	-5.5%
COc1cc(S(=O)(=O)Nc2ccccc2)ccc1N=Cc1c(C)[nH]n(-c2ccc(C)cc2)c1=O is listed as 6.8%	-22.2%	?	-3.4%	-1.8%	-2.2%	-8.9%	-1.1%
COc1ccc(-c2nc(-c3cccs3)no2)cc1 is listed as 26.3%	1.0%	?	nt	nt	8.5%	-10.0%	-1.0%
CCN(CC)C(=O)CSc1nc2ccccc2c(=O)n1-c1cccc(OC)c1 is listed as 2.8%	-14.0%[46.1 µM]	-8.1%	?	-1.4%	-17.0%	5.6%	-1.0%

(continued)
SMILES	GLA spleen mod	NPSR antag	Tau fluor counter	ALDH1A1 block	GAA inh	aGlu spleen mod	GAA glycogen	Epigenetic reg
O=C(CSc1ncnc2c1nnn2-c1ccc(F)cc1)NCC1CCCO1 (configuration not stated)	-7.3%	-14.3%[46.1 µM]	-8.4%	-0.9%	-2.7%	-3.8%	-0.6%	0.8%
COc1ccc(N2CCN(C(CNC(=O)C(=O)NCCCn3ccnc3)c3cccnc3)CC2)cc1 (configuration not stated)	-2.6%	7.9%	-10.6%	8.0%	-3.4%	0.0%	-19.3%	14.1%
N#C/C(=C\c1ccccc1Cl)C(=O)NC(=O)Oc1ccccc1	-0.4%	0.0%[46.1 µM]	-6.8%	-1.4%	-1.6%	1.0%	-6.3%	-3.0%
COc1cccc([C@@H]2Oc3ccc(Br)cc3C[C@H]2OC(=O)NCCc2ccc(OC)c(OC)c2)c1	7.5%	nt	-6.9%	6.4%	nt	-1.5%	nt	-0.3%
COc1ccc(S(=O)(=O)N2CCCC2C(=O)n2nc(C)cc2C)cc1 (configuration not stated)	1.3%	29.2%	-3.3%	11.8%	-4.8%	-16.7%	0.3%	1.1%
Cc1cnc(NC(=O)CSc2nnc(Cc3ccccc3)o2)s1	3.6%	-6.6%[46.1 µM]	-9.7%	15.6%	-7.8%	-2.9%	-1.8%	-1.8%
COc1ccc(CNC(=O)CN(CC2CCCO2)C(=O)CNS(=O)(=O)c2ccc(F)cc2)cc1 (configuration not stated)	5.7%	-6.3%[46.1 µM]	-7.2%	-11.5%	-1.7%	-3.0%	-6.5%	0.0%
Cc1cc(C(=O)COC(=O)CCc2nc3ccccc3c(=O)[nH]2)c(C)n1CC1CCCO1 (configuration not stated)	-9.8%	9.4%	-20.6%	5.4%	-0.9%	2.0%	3.6%	2.2%
COC(=O)N/N=C/c1cn(CC(C)COc2ccccc2)c2ccccc12 (configuration not stated)	6.2%	-11.4%	14.1µM*[quencher]	?	-9.3%	-19.3%	-13.5%	-1.9%
CCCCC[C@H](O)/C=C/C=C\CCCCCCCC(=O)O	-13.4%&9.5%&-1.3%	nt	-1.0%&-9.9%&-6.2%	4.9%&6.9%&7.1%	nt	-4.9%&3.5%&4.9%	nt	1.1%&0.0%&-1.1%
COC(=O)c1ccccc1NC(=O)CC#N	-1.3%	-12.3%[46.1 µM]	2.2%	?	0.8%	0.4%	-3.7%	-0.9%
COc1cccc(C(=O)/C=C/Nc2cccc(O)c2)c1	-1.9%	-14.1%[46.1 µM]	?	-16.0%	3.1%	-2.1%	-6.8%	1.4%
CC(=O)Nc1ccc(CN2CCN(Cc3ccc(F)c(F)c3)C(CCO)C2)cc1 (configuration not stated)	-2.8%	-12.2%	-2.3%	-9.5%	-4.8%	-17.5%	-7.9%	1.3%
COc1ccc(C2C=C(c3ccccc3)Nc3nc(CCCO)nn32)cc1 (configuration not stated)	3.6%	-15.8%[46.1 µM]	-6.4%	?	12.9%	-9.0%	6.0%	-0.9%
Cn1cc(SCC(=O)N2CCCc3ccccc32)c2ccccc21	1.6%	-11.3%[46.1 µM]	-22.9%	10µM*	3.6%	-8.2%	-2.2%	-0.8%
Cc1ccc(SCCC(=O)NCCSCc2ccco2)cc1	2.3%	-5.8%	-2.9%	?	-5.3%	9.5%	-12.1%	-1.2%
COc1ccccc1NS(=O)(=O)c1cc(NC(=O)c2cccs2)ccc1N1CCCCC1	-5.7%	-20.6%	-11.0%	-12.7%	-17.0%	-7.1%	2.6%	-0.9%
CC(C)C(=O)c1c(C(C)C)nn2ccccc12	7.4%&0.7%	?	-0.5%&-6.9%	-3.9%	nt	-13.1%&11.9%	nt	1.1%&1.5%
O=C(NCC1CCCO1)C(=O)c1c[nH]c2ccccc12 (configuration not stated)	-2.7%	10.7%	9.0%	2.9%	5.2%	-1.0%	3.3%	-1.5%
COc1ccc(NC(=O)C(=O)NNC(=O)c2cccs2)c(OC)c1	-7.8%	-7.9%[46.1 µM]	-6.6%	7.5%	1.9%	-11.1%	3.2%	0.9%
O=C(Nc1ccc(F)cc1)c1ccccc1NS(=O)(=O)N1CCCC1	-2.1%	0.0%	-27.0%	-1.4%	4.9%	5.5%	16.1%	-0.6%
CCN(CC)C(=O)c1n[nH]c(=O)c2ccccc12	5.6%	-7.6%[46.1 µM]	0.9%	1.2%	1.6%	2.4%	3.0%	0.0%
COC(=O)c1ccc(CSc2nnc(N)s2)cc1	7.9%	12.4%[7.67 µM]	-11.9%	-7.1%	-4.2%	9.7%	-1.8%	-2.4%
CCOC(=O)c1cccc(NC(=O)CSc2nnc(C)n2Cc2ccccc2)c1	9.4%	-10.3%[46.1 µM]	-16.7%	-1.3%	-5.2%	-3.2%	3.9%	1.9%
Cc1ccc(C(=O)NNc2cc(=O)n(C)c(=O)n2C)cc1C	-9.8%	15.8%	-12.6%	2.3%	-1.2%	-9.2%	?	-1.1%
Cc1cc(Sc2nc(N)ncc2[N+](=O)[O-])ncn1	2.4%	-24.8%	?	?	-0.2%	-7.3%	0.4%	?
COc1cc(S(=O)(=O)N2CCCC3(CCCCC3)C2)ccc1-n1cnnn1	-29.9%	-10.0%[46.1 µM]	-6.6%	?	0.2%	-11.1%	-5.5%	-0.7%

A portion of the library, so the mix of outcomes need not match the whole.
